High-throughput results deposited in PubChem by National Center for Advancing Translational Sciences (NCATS).
Vif-A3G inh = blocks the Vif interaction with human APOBEC3G; Q9HC16; HeLa A3G-eYFP + Vif (tagged APOBEC3G with the HIV-1 protein that degrades it), YFP fluorescence, overnight; Potency, µM (titrated, usually from 46.1 µM), without a hit: top-dose activity, negative = active, usual class: inhibitors; 410,000 tested, 0.076% active; AID 602310;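 also: % is scaled to controls: 0 for no effect and ±100 for the full control effect; nearly all actives have a fitted effect of over 60% in size; hits raise eYFP signal because A3G escapes Vif-driven loss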
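Read-out is eYFP fluorescence (Ex 488/Em 500-530) from Vif-expressing HeLa A3G-eYFP cells; more signal means A3G escaped Vif-mediated degradation. Cells plated overnight, compound pinned in, incubated overnight at 37 deg C.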
RXFP1 ag = agonists of human relaxin receptor RXFP1; Q9HBX9; HEK293T-RXFP1 cAMP TR-FRET, 30 min; response scale: percent of porcine relaxin response, buffer zero; Potency, µM (top dose mostly 57.5 µM), inactives show at the highest dose activation, most hits filed as activators; 370,000 tested, 0.3% active; AID 2676; also: % is scaled to controls: 0 for no effect and ±100 for the full control effect; nearly all actives have a fitted effect of over 60% in size; many of its hits are not listed in these tables
Target sequence (Q9HBX9 whole entry, looked up): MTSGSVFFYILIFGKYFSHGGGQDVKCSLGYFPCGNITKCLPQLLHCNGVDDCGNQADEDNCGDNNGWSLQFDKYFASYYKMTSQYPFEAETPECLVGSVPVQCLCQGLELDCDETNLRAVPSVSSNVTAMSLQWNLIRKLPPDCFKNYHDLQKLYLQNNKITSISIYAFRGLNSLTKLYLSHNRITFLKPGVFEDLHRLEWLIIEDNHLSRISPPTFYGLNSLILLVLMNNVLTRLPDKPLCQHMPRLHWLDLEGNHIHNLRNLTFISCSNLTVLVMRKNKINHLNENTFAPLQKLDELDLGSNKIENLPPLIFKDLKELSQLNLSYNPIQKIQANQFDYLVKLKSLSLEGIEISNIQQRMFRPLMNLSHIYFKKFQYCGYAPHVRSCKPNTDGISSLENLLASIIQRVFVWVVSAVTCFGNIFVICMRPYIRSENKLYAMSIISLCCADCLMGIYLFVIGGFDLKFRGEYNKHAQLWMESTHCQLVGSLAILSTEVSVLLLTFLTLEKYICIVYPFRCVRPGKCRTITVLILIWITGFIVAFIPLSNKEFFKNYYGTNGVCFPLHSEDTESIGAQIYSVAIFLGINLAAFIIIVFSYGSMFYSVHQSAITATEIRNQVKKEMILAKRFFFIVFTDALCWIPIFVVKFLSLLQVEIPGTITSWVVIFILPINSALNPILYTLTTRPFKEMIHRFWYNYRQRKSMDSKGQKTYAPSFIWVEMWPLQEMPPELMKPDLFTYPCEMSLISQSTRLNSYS
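cAMP rise read by TR-FRET after 30 min, 37C compound exposure (up to 58 uM) in RXFP1-transfected HEK293 cells with Ro 20174 present. EC50 from Hill-equation fits, with 29 nM porcine relaxin as 100% and buffer as basal.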
TrxR1 substrate = substrates of rat thioredoxin reductase 1. AID 588456. 390,000 tested, 0.01% active. O89049. purified TrxR1 substrate turnover, NADPH consumption readout. Potency, µM (top dose mostly 114 µM), for the others: top-dose activity change, negative = substrate turnover; also: % is scaled to controls: 0 for no effect and ±100 for the full control effect; nearly all actives have a fitted effect of over 50% in size
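Rat TrxR1, dispensed at 90 nM, was prereduced with 400 uM NADPH (final) for 5 min at ~22 deg C, then incubated with compound 15 min before 400 uM selenite. A first-read NADPH fluorescence drop versus no-compound background flagged substrates.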
USP1-UAF1 inh = blocks the human USP1/UAF1 deubiquitinase complex; O94782; recombinant USP1/UAF1, Ub-Rhodamine cleavage fluorescence; Potency, µM (top dose mostly 57.1 µM), for inactives: at the top dose activity change, negative = inhibition, actives largely listed as inhibitors; 390,000 tested, 0.23% active; AID 743255; also: % is scaled to controls: 0 for no effect and ±100 for the full control effect; nearly all actives have a fitted effect of over 60% in size; inactives centre near -12
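USP1/UAF1 complex at 1 nM was preincubated with compound for 15 min at room temperature, then Ub-Rho substrate (150nM final) was added. Fluorescence (480/540 nm) was read kinetically, 6 reads every 60 seconds.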
TrxR1 inh = blocks rat thioredoxin reductase 1 | O89049 | recombinant rTrxR1, NADPH fluorescence consumption, selenite substrate | Potency, µM (series often up to 114 µM), inactives show top-dose activity change, negative = inhibition, actives largely listed as inhibitors | 390,000 tested, 1% active; also: % is scaled to controls: 0 for no effect and ±100 for the full control effect; nearly all actives have a fitted effect of over 65% in size
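Rat TrxR1 (90 nM in the dispensed reagent) was pre-reduced with 400 uM NADPH for 5 min at room temperature, then incubated with compound for 15 min. After 400 uM selenite was added, NADPH fluorescence (Ex 340/Em 450 nm) was followed for 8 min.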
RGS4 inhibitor = inhibitors of human regulator of G protein signaling 4 | Transcreener GDP fluorescence polarization, RGS4-accelerated GTP hydrolysis | 390,000 tested, 0.039% active | Potency, µM (doses to about 114 µM), for the others: at the top dose activity change, negative = inhibition, usual class: inhibitors; also: % is scaled to controls: 0 for no effect and ±100 for the full control effect; nearly all actives have a fitted effect of over 75% in size; some results filed as inactive show a strong effect at the top dose
Target sequence (P49798 whole entry, looked up): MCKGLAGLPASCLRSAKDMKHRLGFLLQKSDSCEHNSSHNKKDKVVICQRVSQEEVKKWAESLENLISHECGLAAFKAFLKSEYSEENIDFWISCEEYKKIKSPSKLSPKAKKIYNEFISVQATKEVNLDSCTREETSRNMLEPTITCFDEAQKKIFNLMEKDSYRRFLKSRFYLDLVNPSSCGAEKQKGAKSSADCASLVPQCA
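MLSMR compounds (23 nl, pin-transferred) preincubated 10 min at room temperature with a 500nM (2x) first reagent, then RGS4 at 900nM (2x) plus Transcreener GDP mix added; fluorescence polarization (620/688 nm) read before and after 90 min at 30 °C.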
mIDH1 inhibitor = inhibitors of human mutant IDH1 R132H; AID 602179; 390,000 tested, 0.093% active; IDH1-R132H enzyme, NADPH consumption, diaphorase/resazurin fluorescence; Potency, µM (highest dose often 76.6 µM), for the others: at the highest dose activity change, negative = inhibition, actives largely listed as inhibitors; O75874; also: % is scaled to controls: 0 for no effect and ±100 for the full control effect; nearly all actives have a fitted effect of over 65% in size
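IDH1-R132H (0.5 ug/mL) preincubated 30 min with compound, then NADPH (0.016 mM) and alpha-KG (2 mM) added; 80 min at RT, pH 7.5. Remaining NADPH coupled via diaphorase/resazurin to fluorescence (540/590 nm); concentration-response curves normalized to no-enzyme control.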
ALOX12 inh = inhibitors of human 12S-lipoxygenase ALOX12 | purified 12hLO, xylenol orange hydroperoxide absorbance | Potency, µM (series often up to 108 µM), inactives show at the top dose activity change, negative = inhibition, actives largely listed as inhibitors | 580,000 tested, 1.1% active; also: % is scaled to controls: 0 for no effect and ±100 for the full control effect
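Hydroperoxide product was detected by ferrous iron/xylenol orange as the 573 to 405 nm absorbance ratio. Arachidonic acid at 40 uM (final) was turned over for 30 min at room temperature by 150 nM human 12hLO, pH 7.0 Hepes buffer, after 15 min compound preincubation.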
Vif-A3F inh = inhibitors of Vif-A3F interaction. 390,000 tested, 0.2% active. Potency, µM (series often up to 46.1 µM), without a hit: at the highest dose activity, negative = active. AID 602313. HeLa A3F-eYFP + Vif (tagged APOBEC3F with the HIV-1 protein that degrades it), YFP fluorescence increase; also: % of control where 0% means no effect; nearly all actives have a fitted effect of over 65% in size
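Fluorescence increase (Ex 488/Em 500-530) after overnight compound treatment at 37 deg C flags inhibition of Vif-driven A3F-eYFP loss in stable HeLa A3F-eYFP/Vif cells seeded overnight beforehand.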
* marks the source's active call; other numbers are inactive results; i = inactive; u = inconclusive; x = no result given; [ ] = dose if it differs, or a comment. Calls follow the shape of the dose curve; as a rule, active = well fitted curve in the direction sought with a large enough effect; inconclusive = small, poorly fitted or top-dose-only effect, or another doubt; inactive = no such curve, though single readings can be large; an effect the other way counts as inactive or inconclusive. Potency is read from the fitted curve at half-maximal effect.

Fields: Vif-A3G inh | RXFP1 ag | TrxR1 substrate | USP1-UAF1 inh | TrxR1 inh | RGS4 inhibitor | mIDH1 inhibitor | ALOX12 inh | Vif-A3F inh
- Cc1ccc(C(=O)NC(=S)/C=C2\N(C)c3ccccc3C2(C)C)cc1
    6% | 2.1% | -8% | -4% | -18% | -16% | -4% | 10µM* | -7%
- CCCc1cc(=O)n2[nH]c(NCc3ccccc3F)nc2n1
    -1% | 0.7% | 0% | -12% | -3% | 23% | -1% | 0% | x
- CC(C)(C)OC(=O)NCC1CCC(C(=O)NC[C@H](CC(=O)O)c2ccc(Cl)cc2)CC1 (stereo not given in full)
    -1% | 0.0% | -11%[57.1 µM] | -3% | -6% | 9% | 0% | i | -12%
- COc1ccc(C(=O)OC2C(OC)OCC(O)C2O)cc1 (stereo not given)
    -6% | x | 9%[57.1 µM] | -17% | 16%[57.1 µM] | 6% | 0% | 16% | 2%
- CCOc1ccc(N(C)S(=O)(=O)c2ccc3[nH]cc(C(=O)NCC(OC)OC)c(=O)c3c2)cc1
    1% | 2.3% | -10% | -9% | 13% | 14% | -7% | u | -4%
- CC1CN(CCN2CC(C)N(C=O)CC2C)C(C)CN1C=O (stereo not given)
    0% | x | 31% | 2% | -8% | -6% | 6% | -4% | 4%
- Cc1ccc(C)c(S(=O)(=O)N(C)C2CCS(=O)(=O)C2)c1 (stereo not given)
    0% | 0.9% | 3% | -15% | 4%[57.1 µM] | -4% | -10% | -3% | 9%
- Cc1ccc(-c2cc(C(=O)Nc3c(C(=O)c4ccccc4)oc4ccccc34)no2)cc1F
    -5% | -0.5% | -3% | -5% | 2% | -3% | -1% | -10% | -1%
- CN1CCN(CC(=O)Nc2cc(S(=O)(=O)N3CCOCC3)ccc2Cl)CC1
    3% | 1.1% | 1% | -15% | 7% | -24% | 3% | -9% | -3%
- Cc1onc(-c2ccccc2)c1C(=O)N1CCCCCC1
    0% | -0.6% | 2% | -16% | 16% | 21% | 3% | 9% | 2%
- Cc1nc(N2CCN(C)CC2)[nH]c(=O)c1Cc1cccc2ccccc12
    0% | 2.0% | -2% | -9% | -14% | 5% | 5% | u | -3%
- COc1cc(/C=N/NC(=O)c2cc(-c3ccccc3Cl)nc3ccccc23)cc(OC)c1O
    -8% | x | -8% | -16% | 20%[57.1 µM] | -15% | -3% | u | 3%
- COC(=O)[C@@H]1C[C@@]2(O)[C@@H](O)[C@@H](O)[C@@H](O)C[C@H]2N1CC(c1ccccc1)c1ccccc1
    0% | -0.1% | -4% | -1% | 6% | 14% | -1%[38.3 µM] | 5% | 3%
- COC(=O)c1c(NC(=O)c2cccnc2)sc(C(=O)N(C)C)c1C
    -2% | -1.5% | -17% | -15% | -17% | -24% | 7% | -16% | -7%
- O=C(O)CCCC(=O)Nc1nc(-c2ccccc2)cs1
    -2% | 3.5% | 2%[57.1 µM] | -1% | 7%[57.1 µM] | -6% | -9% | 0% | 7%
- COc1ccc(CN(C(=S)Nc2ccccc2)C2CC(=O)N(c3ccc(Cl)cc3)C2=O)cc1 (stereo not given)
    -8% | 1.7% | -12% | -12% | 17%[57.1 µM] | -35% | 7% | u | -1%
- O=C(c1ccc(F)cc1)C1CCN(C(=O)c2ccc(F)cc2)CC1
    6% | 0.5% | -4%[11.4 µM] | -14% | 14% | 2% | 0% | 32% | 1%
- Cc1cc(NC(=O)c2noc3c2CCc2ccccc2-3)n(-c2ccccc2)n1
    -3% | 0.2% | 5%[57.1 µM] | -7% | 8%[57.1 µM] | 3% | 8% | 21% | 6%
- Cc1cc(Cl)ccc1OCC(=O)N(Cc1sccc1C)C1CCS(=O)(=O)C1 (stereo not given)
    x | -0.5% | -8% | u | 13% | 20% | x | -25% | x
- CCn1cc(C(=O)NC(=S)Nc2ccccc2[N+](=O)[O-])cn1
    -14% | -0.8% | 6% | -14% | -25% | u | 1% | u | -15%
- O=C(COc1cccc(F)c1)Nc1nc(-c2ccncc2)cs1
    0% | 1.2% | 5% | -18% | 28% | -25% | -8% | 0% | -21%
- O=C(Nc1ccc2sc3ccccc3c(=O)c2c1)c1ccccc1Cl
    -9% | -0.2% | 18%[57.1 µM] | -9% | -6%[57.1 µM] | 5%[11.4 µM] | 5% | 0% | -4%
- COc1ccc(Cc2nnc(N/N=C/c3ccc(C)o3)[nH]c2=O)cc1
    3% | 0.7% | -14% | -23% | -18% | -34% | -1% | 3% | 0%
- COc1ccc(S(=O)(=O)NCc2cc(-c3ccccc3Cl)no2)cc1
    2% | 0.7% | -3%[57.1 µM] | -9% | -1%[57.1 µM] | 8% | 5% | 4% | 14%
- CC(=O)C1C(c2cn(-c3ccccc3)nc2-c2cccs2)NC(=O)NC1(O)C(F)(F)F (stereo not given)
    0% | 0.7% | -2% | -6% | -3% | 12% | 4% | x | -9%
- COc1ccc2c(c1)SCC(=O)N2C
    0% | 0.6% | 8% | -10% | 11% | 0% | 2% | u | 1%
- Cc1ccc(NC(=O)C2CC(O)CN2C(=O)OCc2ccccc2)cc1C (stereo not given)
    3% | 2.0% | 0% | -17% | 20% | 23% | 1% | 1% | 3%
- COC(=O)Cn1c(Cc2ccccc2)nc2ccccc21
    4% | 0.5% | -6% | -12% | 4% | -25%[56.9 µM] | 0% | 32%[activator] | -9%
- Cc1nc2c3ccccc3nc(NNC(=O)CCC(=O)N3CCCC(C)C3)n2n1 (stereo not given)
    -2% | 6.6% | -1% | -10% | 18% | -9% | -3% | 23% | 5%
- CCn1ccnc1CNC(=O)CC1C(=O)NCCN1CCCc1ccccc1 (stereo not given)
    -3% | 0.6% | 3% | -22% | 2% | -18% | 0% | 19% | 1%
- Cc1cc2ncn(C(=O)N3CCCCCC3)c2cc1C
    3% | 0.8% | -1% | -11% | 3%[57.1 µM] | 0% | 3% | 8% | -1%
- O=[N+]([O-])c1ccc(Nc2ccccc2O)c2nonc12
    -10% | 3.0% | -17% | -28% | -30% | -1% | -4% | u | u
- O=[N+]([O-])c1ccccc1S(=O)(=O)NC1CCCC1
    -6% | -0.3% | 3%[57.1 µM] | -18% | 10%[57.1 µM] | 15% | 0% | -17% | 9%
- COc1ccc(/C(O)=C2\C(=O)C(=O)N(CCN(C)C)C2c2cccc(OC)c2OC)cc1 (stereo not given)
    4% | 3.1% | 11%[57.1 µM] | -20% | -6%[57.1 µM] | 9% | 5% | 5% | u
- Cn1cc(/C=C(\NC(=O)c2ccccc2Cl)C(=O)NCCN2CCOCC2)c2ccccc21
    0% | 2.9% | -6% | -5% | 13% | 13% | 3% | -14% | -1%
- CCNC(=S)N/N=C/c1cccs1
    -10% | 0.3% | -17% | -3% | u | -22% | 0% | -17% | 3%
- CCOc1ccccc1CN1CCN(Cc2[nH]c3ccccc3c2C)CC1CCO (stereo not given)
    3% | 2.2% | -7% | -3% | 5% | 15% | 4% | -26% | -6%
- Cc1ccc(S(=O)(=O)NC(=O)Nn2c(C)nnc2C)cc1
    1% | 3.0% | 1% | -10% | 10% | -12% | 12% | 4% | 2%
- CCN(CC)C(=O)Cn1cc(S(=O)(=O)CC(=O)Nc2ccc3c(c2)OCCO3)c2ccccc21
    3% | 1.4% | 2% | -27% | 11% | -30% | -4% | 3% | -4%
- CCCC(c1nnnn1Cc1ccc(F)cc1)N1CCN(C2CCCCC2)CC1 (stereo not given)
    -2% | 0.1% | -11%[57.1 µM] | -21% | 6%[57.1 µM] | -7% | 11% | u | -12%

2 entries from above in a different format:
Molecule	Vif-A3G inh	RXFP1 ag	TrxR1 substrate	USP1-UAF1 inh	TrxR1 inh	RGS4 inhibitor	mIDH1 inhibitor	ALOX12 inh	Vif-A3F inh
Cc1ccc(NC(=O)C2CC(O)CN2C(=O)OCc2ccccc2)cc1C (stereo not given)	3%	2.0%	0%	-17%	20%	23%	1%	1%	3%
COC(=O)Cn1c(Cc2ccccc2)nc2ccccc21	4%	0.5%	-6%	-12%	4%	-25%[56.9 µM]	0%	32%[activator]	-9%

Other entries.
Fields: Vif-A3G inh | RXFP1 ag | TrxR1 substrate | USP1-UAF1 inh | TrxR1 inh | RGS4 inhibitor | mIDH1 inhibitor | ALOX12 inh | Vif-A3F inh
- O=C(O)COc1ccccc1/C=N/NC(=O)CSc1nc2ccccc2c(=O)n1-c1ccccc1
    2% | -0.2% | 0% | -19% | 13% | 4% | -7% | 0% | -11%
- O=C(CNC(=O)c1cccc(Cl)c1)NCC(c1cccs1)N1CCOCC1 (stereo not given)
    0% | 0.0% | -8% | 2% | -6% | 11% | 1% | -1% | 3%
- CCOc1ccc(-c2ncncc2-c2ccc(OC)cc2)c(O)c1
    -10% | 0.4% | -1%[57.1 µM] | 4% | 5%[57.1 µM] | 31% | 5% | 0% | -5%
- O=c1cc(-c2ccccc2)[nH]c2cc(F)ccc12
    u | 3.7% | 0% | -19% | 16% | 5% | 0% | 0% | 3%
- CCOc1cc(C2/C(=C(/O)c3ccc(OC)cc3)C(=O)C(=O)N2CC2CCCO2)ccc1O (stereo not given)
    3% | 3.1% | -6% | -18% | 6% | -24%[56.9 µM] | 2% | x | 4%
- O=C(CSc1nccn1Cc1ccc(F)cc1)Nc1ccc2c(c1)OCCO2
    7% | -0.6% | 8%[57.1 µM] | -26% | 33%[57.1 µM] | 16% | 0% | -3% | -8%

An excerpt. The share of hits here may be higher or lower than overall.
